Screening data as filed in PubChem.
CHO-K1 Ca PAM: nonselective calcium activators in parental CHO-K1 cells, primary screen, counter-screen for M1 PAM project, cell-based, Fluo-8 calcium fluorescence, full deck, 1536-well. ATP EC20; 0% at ATP EC20, 100% at ATP max. activation, % at 3 µM. hit rate 0.02% among 360,000. AID 602247, 2012;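 active means activation above the run cutoff, the mean activation of all test compounds plus 3 SD, cut at about 40% in these data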;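 further: peak over basal fluorescence ratio in a 140 s read after ATP addition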
M1 ag parental: counter-screen for M1 agonists: effect in parental CHO-K1 cells; Fluo-8 calcium fluorescence; scaled to maximal ATP response, vehicle zero; activation, % at 3 µM; AID 602248, 2012; hit rate 0.48% among 360,000; in the data active means activation above about 15%;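 further: untransfected CHO-K1 host cells lacking M1 receptor as counterscreen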
GPR7 antag: GPR7 receptor antagonists, primary screen, cell-based, fluorescence, single concentration. inhibition, % at 4.4 µM. GPR7-expressing cells, fluorescence antagonist assay. hit rate 1.1% among 290,000. AID 1861, 2009; in the data active means inhibition above about 16%, passing the limit was not always enough;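 further: cells stimulated with the agonist NPW; 0% = agonist with vehicle and 100% = vehicle without agonist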
Target sequence (P48145 whole entry, looked up): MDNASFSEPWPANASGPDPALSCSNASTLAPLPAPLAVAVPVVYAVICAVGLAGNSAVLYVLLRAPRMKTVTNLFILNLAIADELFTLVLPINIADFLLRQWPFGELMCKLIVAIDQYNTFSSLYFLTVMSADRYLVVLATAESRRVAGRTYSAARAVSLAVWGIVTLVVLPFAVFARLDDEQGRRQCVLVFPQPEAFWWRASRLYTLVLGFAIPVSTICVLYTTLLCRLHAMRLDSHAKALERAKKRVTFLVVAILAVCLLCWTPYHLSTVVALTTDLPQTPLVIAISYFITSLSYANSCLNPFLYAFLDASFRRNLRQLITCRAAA
TAAR1 antag: human TAAR1 antagonists, primary screen, Fluo-8 calcium fluorescence, CHO RD-HGA16 cells | antagonist | inhibition, % at 3 µM | Trace amine-associated receptor 1 (Homo sapiens), Q96RJ0 | hit rate 1.5% among 360,000;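 active means inhibition above a per-plate cutoff, the mean inhibition of test compounds on that plate plus 3 SD, cut at about 49% in these data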;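 further: 0% = DMSO plus EC80 beta-PEA response and 100% = DMSO alone without agonist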
Target sequence (Q96RJ0 whole entry, looked up): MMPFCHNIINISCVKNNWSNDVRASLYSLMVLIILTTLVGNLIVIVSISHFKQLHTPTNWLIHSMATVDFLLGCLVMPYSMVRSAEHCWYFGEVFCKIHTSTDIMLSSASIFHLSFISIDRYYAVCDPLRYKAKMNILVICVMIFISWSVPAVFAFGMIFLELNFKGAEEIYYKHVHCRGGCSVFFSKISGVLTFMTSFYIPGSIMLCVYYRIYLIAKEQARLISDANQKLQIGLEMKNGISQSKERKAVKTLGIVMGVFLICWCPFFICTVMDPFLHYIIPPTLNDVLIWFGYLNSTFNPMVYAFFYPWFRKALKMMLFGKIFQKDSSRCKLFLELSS
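System: RD-HGA16 CHO cells with stable hTAAR1 and Gα16 | Probe or stimulus: EC80 β-phenethylamine stimulus | Dosing: 3 µM, single point | Times: Dye loading 75 min at 37 °C, then 30 min room temperature | Measured by: Fluo-8 calcium-sensitive fluorescence | Read-out basis: % inhibition of agonist calcium response | Replicates: n of 1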
CHO-K1 Ca antag: counter-screen for M1 antagonists: effect in parental CHO-K1 cells; hit rate 0.6% among 360,000; AID 602250; ATP-induced calcium, Fluo-8 fluorescence; inhibition, % at 3 µM;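 active means inhibition above a per-plate cutoff, the plate's mean sample inhibition plus 3 SD, cut at about 24% in these data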;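 further: 0% = DMSO plus EC80 ATP and 100% = DMSO alone without ATP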
CHO parental Ca: ATP-evoked calcium signal inhibitors, parental CHO, primary screen, counter-screen for OX1R antagonist project, cell-based, fluorescence, Fluo-8 calcium dye. inhibition, % at 5.6 µM. AID 463079, 2010. parental CHO-K1, ATP-induced calcium, Fluo-8 fluorescence. hit rate 0.63% among 330,000;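 active means inhibition above that plate's mean sample inhibition plus 3 SD, cut at about 26% in these data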;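 further: 0% = ATP-challenged DMSO wells and 100% = DMSO wells without ATP; some compounds past the cut are filed as inactive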
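Assay system – parental CHO cells · Reagent – ATP stimulus · Detection – intracellular calcium via Fluo-8 no-wash fluorescent dye · Evaluation – percent inhibition of ATP-evoked calcium rise, normalized to controls · Controls – ATP wells versus no-ATP DMSO wells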
OXTR agonist: human OXTR agonists, primary screen, fluorescence, CHO-OTR cells, Fluo-8 calcium | Fluo-8 calcium fluorescence; normalized: DMSO 0%, oxytocin 100% | activation, % at 3 µM | hit rate 0.32% among 320,000 | AID 2435, 2010;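 active means activation above the mean of all tested compounds plus 3 SD, cutoff set per screening run, cut at about 20% in these data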;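 further: peak over basal fluorescence ratio from a 100 s FLIPR kinetic read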
Target sequence (P30559 whole entry, looked up): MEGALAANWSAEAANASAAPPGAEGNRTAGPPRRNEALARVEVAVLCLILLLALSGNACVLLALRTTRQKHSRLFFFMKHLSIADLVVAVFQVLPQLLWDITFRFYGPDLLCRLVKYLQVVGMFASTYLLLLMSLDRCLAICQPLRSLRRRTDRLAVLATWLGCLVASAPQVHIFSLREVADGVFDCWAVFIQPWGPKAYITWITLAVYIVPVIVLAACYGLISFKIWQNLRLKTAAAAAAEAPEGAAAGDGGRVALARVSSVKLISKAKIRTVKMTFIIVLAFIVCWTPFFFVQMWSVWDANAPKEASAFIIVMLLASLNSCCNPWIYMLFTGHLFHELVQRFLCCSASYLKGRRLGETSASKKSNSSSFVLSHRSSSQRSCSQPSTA
V1aR counter: agonists of human V1a receptor, primary screen, counter-screen for OXTR agonist project, fluorescence, CHO-V1R cells; Fluo-8 calcium fluorescence, agonist mode; 0% DMSO, 100% 3 nM vasopressin; activation, % at 3 µM; hit rate 0.25% among 320,000; AID 2797, 2010;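 active means activation above the mean activation of all tested compounds plus 3 SD, per screening run, cut at about 20% in these data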;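 further: signal is peak over basal fluorescence ratio across a 100 second FLIPR read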
OXTR potentiate: human OXTR potentiators, primary screen, fluorescence, CHO-OTR cells, Fluo-8 calcium. Oxytocin receptor (Homo sapiens), P30559. Fluo-8 calcium fluorescence, potentiator mode; 0% = oxytocin EC15, 100% = EC100. activation, % at 3 µM. hit rate 0.061% among 320,000. AID 2445, 2010;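 active means activation above that plate's cutoff, the mean activation of tested compounds plus 3 SD, cut at about 6.6% in these data, passing the limit was not always enough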;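 further: 100% uses oxytocin at 75 nM as the full agonist control; some results filed as inactive read as strong as hits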
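Assay system: CHO-OTR cells, human receptor / Also added: oxytocin at about EC15, sub-maximal agonist stimulus / Dosing: single dose, 3.0 µM nominal final compound concentration / Incubation: 6 min pre-incubation, 100 s read / Technique: Fluo-8 calcium dye fluorescence / Read-out: % activation vs EC15 and EC100 oxytocin / Benchmarks: EC15 oxytocin low, 75 nM oxytocin high / Replicates: singlicate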
* hit, by the source's call; / = not tested or not shown.

SMILES	CHO-K1 Ca PAM	M1 ag parental	GPR7 antag	TAAR1 antag	CHO-K1 Ca antag	CHO parental Ca	OXTR agonist	V1aR counter	OXTR potentiate
COC(=O)c1ccccc1S(=O)(=O)N1CCC(C(=O)OC(C)C(=O)Nc2ccc(NC(C)=O)cc2)CC1 (stereo unspecified)	18	-0.1	-6	-20	-4	-5	0.6	1.0	-3
Cc1cc2cc3c(cc2nc1SCC(=O)Nc1nc(C)c(C)s1)OCO3	1	-0.1	1	4	4	-3	0.7	-1.4	-14
NC(=O)CC(NC(=O)Cc1ccc(Br)cc1)c1ccc(N2CCC(N3CCCC3)CC2)c([N+](=O)[O-])c1 (stereo unspecified)	-15	-0.2	-8	15	4	-11	0.1	1.5	1
O=C(CCCN1C(=O)/C(=C/c2ccccc2)SC1=S)Nc1ccccc1O	7	1.2	8	16	1	-16	1.2	2.0	-25
Cc1cccc(S(=O)(=O)NNC(=O)Cc2cccn2C)c1	20	0.0	18	1	-1	2	-1.1	-0.4	-6
COc1cc2c(C)nc3onc(-c4ccccc4)c3c2cc1OC	15	0.5	-5	7	-3	-13	-1.3	0.7	-4
Cc1cc(-c2nnc(SCC(=O)Nc3ccc(F)cc3)n2N)n[nH]1	9	1.0	-9	-12	-18	-5	-0.3	-0.3	-14
O=C(CN1C(=O)NC2(CCCC2)C1=O)NCCc1ccc(F)cc1	-3	0.4	/	3	-4	-10	0.0	0.6	2
Cc1noc(C)c1S(=O)(=O)Nc1ccc(C(=O)NCCc2ccccc2)cc1	15	0.5	-6	4	-8	-1	0.0	0.2	-4
O=C(c1ccc(F)cc1)N1CCC(C(=O)N2CCN(S(=O)(=O)c3ccccc3Br)CC2)CC1	15	3.5	/	-5	-8	-8	0.4	1.2	-3
O=C(Cn1cnc2c(nnn2Cc2ccccc2F)c1=O)N1CCN(c2ccccc2)CC1	2	0.2	-5	2	8	8	0.1	0.2	-8
Cc1ccnc(N2C(=O)c3ccc([N+](=O)[O-])cc3C2=O)c1	7	0.4	-11	8	-1	-7	0.9	-0.4	-11
Cc1c(Cl)cccc1NC(=O)CSc1sc2c(O)cc(=O)[nH]c2c1C#N	13	1.2	19	-11	-11	-4	0.2	0.0	-5
CCN(CC(=O)Nc1c(F)cccc1F)C(=O)CCc1nc2cc(S(=O)(=O)N3CCOCC3)ccc2n1C	14	2.0	/	-42	-3	4	-0.8	-1.7	-5
CCc1nnc2n1N=C(c1ccc(-c3cc(Cl)ccc3Cl)o1)CS2	10	0.2	-19	-25	-4	-20	-1.7	-1.4	-14
CC(OC(=O)c1cccc(-n2cnnn2)c1)C(=O)c1ccccc1 (stereo unspecified)	-10	2.4	/	-3	-14	-4	0.2	0.5	-8
CC1=NS(=O)(=O)NC(C)(C)C1	14	0.5	/	12	-14	/	/	/	/
CC(OC(=O)Cc1n[nH]c(=O)c2ccccc12)C(=O)Nc1cccc([N+](=O)[O-])c1 (stereo unspecified)	15	1.7	-14	-16	-18	-11	0.6	0.3	-8
O=C(Cc1ccc(NC(=O)C2CCCN(C(=O)C3CCCC3)C2)cc1)Nc1cccc(C(=O)N2CCCC2)c1 (stereo unspecified)	6	0.3	/	-34	-6	/	/	/	/
O=C(CN1CCCC1)N/N=C/c1c(O)ccc2ccccc12	-7	0.3	-8	-20	1	-14	2.3	1.1	1
COC(=O)C(NC(=O)c1ccccc1C)(Nc1ncc(S(=O)(=O)c2ccc([N+](=O)[O-])cc2)s1)C(F)(F)F (stereo unspecified)	16	7.4	35*	30	4	-6	26*	20	-23
Cc1ccccc1Cn1cc(NC(=O)c2noc3c2CC(C(C)(C)C)CC3)cn1 (stereo unspecified)	-3	-0.2	0	63*	1	-14	0.7	-0.1	-6
O=C(N/C(=C/c1ccccc1)C(=O)N1CCCCC1)c1ccc(Br)o1	3	0.8	8	-17	0	/	/	/	/
CCOC(=O)COc1ccc2cc(C(=O)OCC)c(=O)oc2c1	-1	0.1	-5	-1	11	4	-0.5	-0.5	-9
Nc1cc(C(=O)OCC(=O)NNC(=O)c2cccs2)ccc1Cl	-32	-0.1	/	-13	9	-3	0.0	-0.7	-8
CC(Oc1ccccc1)c1ccnn1S(C)(=O)=O (stereo unspecified)	-2	0.0	-1	-12	-5	0	0.3	0.6	-3
COc1ccccc1N1CCN(C(=O)c2cc(S(=O)(=O)N3CCCCC3)ccc2C)CC1	15	4.7	/	24	-15	-24	1.0	1.4	-4
CCOc1ccccc1C(=O)N1CCC(C(=O)c2ccc(F)cc2)CC1	4	1.2	-5	-15	-8	-5	1.0	6.3	-18
COc1cc(/C=N/n2c(C)nc3ccccc3c2=O)ccc1O	9	0.3	-3	-8	-8	9	-0.5	0.5	-2
C[C@@H]1CN([C@H](C)CO)C(=O)c2c(c3ccccc3n2C)-c2ccccc2CO[C@H]1CN(C)Cc1ccccc1	10	0.1	/	-23	-3	/	/	/	/

Next section, starting with the last three of the part before.
SMILES	CHO-K1 Ca PAM	M1 ag parental	GPR7 antag	TAAR1 antag	CHO-K1 Ca antag	CHO parental Ca	OXTR agonist	V1aR counter	OXTR potentiate
CCOc1ccccc1C(=O)N1CCC(C(=O)c2ccc(F)cc2)CC1	4	1.2	-5	-15	-8	-5	1.0	6.3	-18
COc1cc(/C=N/n2c(C)nc3ccccc3c2=O)ccc1O	9	0.3	-3	-8	-8	9	-0.5	0.5	-2
C[C@@H]1CN([C@H](C)CO)C(=O)c2c(c3ccccc3n2C)-c2ccccc2CO[C@H]1CN(C)Cc1ccccc1	10	0.1	/	-23	-3	/	/	/	/
Cc1ccc(NC(=O)Cn2c(=O)cnc3ccccc32)cc1S(=O)(=O)N1CCOCC1	12	0.4	/	9	-19	-8	1.6	3.9	-6
COC(=O)C1C(=O)CC(C)(O)C(C(=O)OC)C1c1ccccc1F (stereo unspecified)	14	0.7	-13	-28	-10	-7	-0.3	0.2	2
Clc1ccc(CNc2ccc(N3CCN(Cc4ccccc4)CC3)cc2)cc1	20	3.2	-8	-1	-4	-8	4.5	3.4	4
COc1ccc(CCNC(=O)c2nnn(-c3cc(C)cc(C)c3)c2N)cc1OC	12	2.1	-9	2	-1	-13	-1.3	0.2	1
CCOc1ccc(NS(=O)(=O)c2ccc(C(=O)NCC(c3cccs3)N3CCOCC3)cc2)cc1 (stereo unspecified)	0	25*	/	83*	-1	1	26*	26*	-21
COc1ccccc1OCc1ccc(C(=O)NC(C)c2ccccc2)o1 (stereo unspecified)	-17	-0.2	0	-16	6	-19	-1.6	-1.1	-14
O=C(CN1C(=O)NC(Cc2ccccc2)C1=O)Nc1ccc(OC(F)(F)F)cc1 (stereo unspecified)	10	0.9	/	-3	-19	-9	3.5	1.2	-5
COc1ccc(S(=O)(=O)NCC(=O)N(CC(=O)NCc2ccco2)C2CCCC2)cc1	0	0.8	-8	-23	-7	-25	-0.4	0.2	-8
COc1ccccc1N(C(=O)c1ccco1)C(C(=O)NC1CCCCC1)c1cc(OC)c(OC)c(OC)c1 (stereo unspecified)	13	-0.4	34*	-5	-5	-23	-0.5	-0.9	-3
c1ccc2c(c1)CNc1ccccc1-2	7	-0.1	/	-14	-11	/	/	/	/
CCOC(=O)C1CCN(C(=O)CN(c2ccc3c(c2)OCCO3)S(C)(=O)=O)CC1	1	0.7	-2	0	2	-10	-0.2	0.4	-2
O=C(CN1C(=O)NC2(CCCC2)C1=O)NCc1ccc(F)cc1	-8	1.1	/	4	-9	-13	0.9	0.4	-5
O=C(NCCN1CCC(n2c(=O)[nH]c3ccccc32)CC1)c1cccc(Cl)c1	10	2.4	/	19	-13	/	/	/	/
Cc1ccc(CCNC(=O)c2ccc3nc4ccccc4c(=O)n3c2)cc1	6	2.6	-15	22	-6	-11	-1.1	0.5	-10
COc1ccc(NC(=O)c2cc(OC)c(OC)c(OC)c2)cn1	16	0.4	-14	2	-16	0	0.1	0.2	3
COC(=O)CN1C(=O)[C@H]2[C@@H](/C=C/c3ccccc3)N3C(=O)CN(CC4CC4)C(=O)[C@@]3(Cc3ccccc3)[C@H]2C1=O	-21	-0.3	-3	3	19	-9	-0.7	-0.7	-2
CC1SC(c2ccc(Cl)cc2Cl)NC1=O (stereo unspecified)	18	0.3	-12	-10	-9	-9	-0.8	-0.2	0
Clc1ccc(-c2csc(N3CCOCC3)n2)cc1	15	0.7	-10	11	-1	/	/	/	/
COc1ccc(NS(=O)(=O)c2cccc(C(=O)N3CCCC(C)C3)c2)cc1 (stereo unspecified)	-10	1.5	/	-1	-10	-19	1.6	2.5	-8
O=C(NCCNc1ccc([N+](=O)[O-])cc1)c1ccccc1F	16	1.6	0	-11	-6	4	-0.9	0.3	-7
COc1cc2cc(C#N)c(SCC(=O)N3CCOCC3)nc2cc1OC	0	-0.1	-10	-15	-7	-18	-0.3	0.7	-7
Cc1csc(SC(C)c2nc3scc(-c4ccccc4)c3c(=O)[nH]2)n1 (stereo unspecified)	25	4.8	-5	-13	-12	-24	-0.1	-0.9	-11
CCn1c(CNC(=O)c2ccc(F)cc2)cc2ccccc21	16	3.3	-3	0	-13	-16	-0.8	-0.1	-3
COc1ccc(-c2cc(C(F)(F)F)c3c(n2)sc2c(O)cc(=O)[nH]c23)c(OC)c1	13	7.3	2	-4	4	-1	9.2	10	-7
COc1ccc(N(CC(=O)Nc2ccc3c(c2)OCO3)S(=O)(=O)c2ccccc2)cc1OC	27	1.3	-21	0	-18	-27	-0.3	0.5	-19
C=CCn1nnnc1SCC(=O)Nc1ccccc1C(=O)OC	15	1.0	-9	9	-37	-5	-0.7	-0.3	3
CC(=O)c1cc(C#N)c(SCC(=O)O)nc1C	5	0.4	0	14	2	-3	-0.3	3.7	-12
NS(=O)(=O)c1ccc(CCNC(=O)CNC(=O)c2ccc(Br)o2)cc1	5	1.0	/	/	-19	-5	-0.1	0.8	-4
COc1cc(Cl)ccc1OCc1cc(C(=O)N(C)CCc2cnn(C)c2)no1	-2	7.0	-11	-7	-6	-19	2.5	4.1	-8
O=C(CSc1nnc2ccc(-c3ccccn3)nn12)Nc1ccc(F)cc1F	7	-0.2	/	-14	-1	-5	-0.5	-1.8	5
Cc1c(C(=O)N(Cc2ccccc2Cl)C2CCS(=O)(=O)C2)oc2ccccc12 (stereo unspecified)	32	3.1	-5	-10	-20	-15	0.5	1.0	-8
